bIAP activator – increases bovine intestinal alkaline phosphatase activity; purified bovine IAP, CDP-star luminescence, 30 min; active compounds read high; fold of DMSO-control signal, blank-subtracted; activation factor at 20 µM; 200,000 compounds, 0.17% hits;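 active = activation factor of 2 or more at 20 µM, a signal rise over negative controls twice the positive control's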
Lmaj promast – inhibitors of Leishmania major promastigote growth | Leishmania major promastigotes, resazurin fluorescence viability | inhibition, % at 10 µM | 200,000 compounds, 9% hits | AID 1063; in the data active = inhibition above about 50%;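 note: promastigotes grown with compound for 44 hours at 28 °C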
APP 5UTR inh – APP translation inhibition; SH-SY5Y APP 5'UTR-luciferase reporter, luminescence; inhibition, % at 2 µM; 190,000 compounds, 0.82% hits;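 active = inhibition above a set limit, derived from the sample mean plus 3 SD, cut at about 45% in these data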; note: values of inactives mirror those of a sister screen read the other way
bIAP inh – intestinal alkaline phosphatase (bovine) inhibition; purified bovine IAP, CDP-star luminescence, 30 min; inhibition, % at 20 µM; 190,000 tested, under 10 active; AID 1019;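 active = over 50% inhibition of intestinal alkaline phosphatase at 20 µM in the single-dose screen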
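Incubation: 30 min reaction at room temperature / Material: purified bovine intestinal alkaline phosphatase (IAP) enzyme / Input: enzyme at 1/65,000,000 dilution / Dosing: 20 µM single dose / Signal: CDP-star luminescence signal / Reagent: CDP-star chemiluminescent phosphatase substrate, 30 µM final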
TNAP act hiacc – TNAP (human) activation, high acceptor; P05186; purified TNAP, CDP-star luminescence, 1 M DEA, 30 min; active compounds read high; 0 = EDTA background, 1 = DMSO-only activity; activation factor at 20 µM; 200,000 tested, under 10 active;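 active = activation factor at least 2 at 20 µM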
Target sequence (P05186 whole entry, looked up): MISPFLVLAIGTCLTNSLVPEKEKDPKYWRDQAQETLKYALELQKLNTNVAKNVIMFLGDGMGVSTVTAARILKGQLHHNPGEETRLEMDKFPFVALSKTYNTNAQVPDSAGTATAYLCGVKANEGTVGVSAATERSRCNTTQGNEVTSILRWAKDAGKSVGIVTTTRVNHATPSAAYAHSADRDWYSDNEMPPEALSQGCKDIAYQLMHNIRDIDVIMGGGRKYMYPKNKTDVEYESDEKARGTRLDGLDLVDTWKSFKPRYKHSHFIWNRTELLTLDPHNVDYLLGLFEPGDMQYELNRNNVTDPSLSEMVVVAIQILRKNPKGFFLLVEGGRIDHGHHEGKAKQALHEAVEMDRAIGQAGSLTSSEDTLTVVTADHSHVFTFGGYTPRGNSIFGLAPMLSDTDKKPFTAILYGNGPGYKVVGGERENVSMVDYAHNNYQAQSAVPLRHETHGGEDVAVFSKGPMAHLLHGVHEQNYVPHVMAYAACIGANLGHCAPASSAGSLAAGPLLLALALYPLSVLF
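Control set: EDTA negative control, DMSO positive control / Assay system: human TNAP / Quantity: TNAP 1/800 final / Evaluation: TNAP activation factor scaled between EDTA and DMSO control wells / Measured by: luminescent substrate turnover signal / Compound dosing: one dose, 20 µM / Times: 30 min enzyme reaction at room temperature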
TNAP inh noacc – blocks human TNAP activity with no phosphate acceptor present | P05186 | purified TNAP, CDP-star luminescence, 30 min | inhibition, % at 20 µM | 200,000 compounds, 0.26% hits;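 active = tissue-nonspecific alkaline phosphatase inhibition above about 50% at 20 µM in the single-dose screen, limit read from the data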;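 note: 0% = DMSO negative control and 100% = EDTA positive control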
TNAP inh hiacc – blocks human TNAP under high phosphate acceptor concentration. P05186. inhibition, % at 20 µM. purified TNAP, CDP-star luminescence, 1 M DEA. 200,000 compounds, 0.03% hits;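 active = over 50% inhibition of tissue-nonspecific alkaline phosphatase at 20 µM in the single-dose screen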;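 note: plate controls were DMSO wells for no effect and EDTA-quenched wells as full inhibition for full effect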
FLuc stim CS – firefly luciferase counter-screen for stimulation assays; P08659; ATPlite luciferase biochemical, luminescence, 10 min; 0 = ATP-free wells, 1 = DMSO control; activation factor at 10 µM; 200,000 tested, under 10 active; AID 1027;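 active = luciferase activation factor, scaled between plate controls, of at least 2 with compound at 10 µM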
Target sequence (P08659 whole entry, looked up): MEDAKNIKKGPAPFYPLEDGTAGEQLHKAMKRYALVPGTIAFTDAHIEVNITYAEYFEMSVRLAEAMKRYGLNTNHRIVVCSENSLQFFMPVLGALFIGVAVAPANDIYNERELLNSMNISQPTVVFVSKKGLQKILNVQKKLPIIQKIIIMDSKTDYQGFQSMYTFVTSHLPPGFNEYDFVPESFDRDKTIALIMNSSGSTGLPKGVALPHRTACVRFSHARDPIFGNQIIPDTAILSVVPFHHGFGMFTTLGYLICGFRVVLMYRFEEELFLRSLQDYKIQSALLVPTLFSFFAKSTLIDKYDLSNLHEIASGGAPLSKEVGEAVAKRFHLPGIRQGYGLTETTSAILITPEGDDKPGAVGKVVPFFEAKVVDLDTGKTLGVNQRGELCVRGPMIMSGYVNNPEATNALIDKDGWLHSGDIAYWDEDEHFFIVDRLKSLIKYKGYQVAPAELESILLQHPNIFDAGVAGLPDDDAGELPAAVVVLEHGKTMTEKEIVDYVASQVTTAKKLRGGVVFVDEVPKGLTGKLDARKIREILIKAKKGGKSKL
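Assay system – cell-free luciferase reagent · Medium – PBS-based ATP solution · Dosing – test compounds dosed from 2 mM stocks in 100% DMSO · Timing – 10 min, room temperature · Technique – light output (luminescence) · Measure – luminescence gain marking luciferase activators · Controls – No-ATP low control, compound-free enzyme-plus-ATP high control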
RAM inhibit – blocks the yeast RAM network; S. cerevisiae dse1pr::URA3 reporter, 5-FOA growth OD615, 2 d; analog-sensitive cbk1-as2 kinase mutant strain; inhibition, % at 50 µM; 190,000 compounds, 1.8% hits; AID 868;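 active = inhibition above a set limit, 3 SD over mean compound inhibition, cut at about 8.4% in these data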;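 note: 0% = DMSO-only wells with no growth and 100% = 10 µM 1-NA-PP1 full growth; inhibition rescues growth on 5-FOA so higher OD means more RAM inhibition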
FLuc inh counter – inhibits firefly luciferase, flagging false hits in luciferase inhibition screens; P08659; ATPLite firefly luciferase biochemical luminescence, 10 min; inhibition, % at 10 µM; 200,000 compounds, 1.5% hits; AID 1006;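 active = inhibition above about 50% when tested at 10 µM, limit read from the data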
Starred values were filed as active, the others as inactive. The order is random; 13% or so of the library scored in one or more.

SMILES	bIAP activator	Lmaj promast	APP 5UTR inh	bIAP inh	TNAP act hiacc	TNAP inh noacc	TNAP inh hiacc	FLuc stim CS	RAM inhibit	FLuc inh counter
COc1cc(/C=N/NC(=O)c2cncc(Br)c2)ccc1OC(=O)c1ccc2c(c1)OCO2	1	-6	-14	-1	1	-4	-1	1	3.4	0
CCOc1ccc(C(=O)Nc2ccc(N3CCN(C)CC3)cc2)cc1[N+](=O)[O-]	1	9	-9	0	1	-9	-4	1.1	-0.5	-5
CCOC(=O)CNC(=O)CSc1ncnc2c1cnn2-c1ccc(C)cc1	0.9	-4	6	5	1.1	-13	-9	1	2.7	1
Cc1nc(N)sc1-c1csc(Nc2ccc(Cl)cn2)n1	0.8	6	6	17	1	-28	1	1	-1.1	0
N#Cc1c(C(F)(F)F)cc(-c2ccc(Cl)cc2)nc1SCC(=O)O	1	-6	-14	-2	1.1	-9	-5	1.1	3.0	-7
CCOC(=O)c1nn(-c2ccccc2F)c2nc(Nc3ccccc3)cc(=O)n12	1	-6	4	-3	1	-5	2	1	2.2	-2
O=C(N[C@@H](Cc1ccccc1)C(=O)O)c1cccnc1	0.9	-7	-2	15	1.1	-13	-8	1.1	3.7	-7
Cc1nc2sc(C(c3cccs3)N3CCC(C(N)=O)CC3)c(O)n2n1 (stereo not given)	0.9	-2	0	12	1	10	-3	1	1.8	0
COc1cc(COCC(O)CN2CCN(Cc3ccccc3)CC2)cc(OC)c1OC (stereo not given)	1.1	88*	-15	-7	1	0	-2	1	2.5	-4
COc1ccc(OC)c2c(C)cc(C)nc12	1.5	-1	-13	-48	1	-4	2	1	1.9	-2
O=C(Nc1ccccc1-c1ccccc1)C1CCC1	1	-4	9	4	1	-12	-4	1	0.0	2
CCCOc1ccc(CNC(=O)Cn2c(=O)oc3ccccc32)cc1	0.6	-6	2	36	1	-8	1	1	3.2	-2
O=C(c1ccccc1F)N1CCN(c2cccc(C(F)(F)F)c2)CC1	1	-4	8	1	1	-7	-4	1.1	0.3	-5
CCCCC(CCC(=O)O)(C(=O)OCC)c1csc(Nc2ccccc2)n1 (stereo not given)	0.9	-7	5	8	1	-6	-2	1.1	1.5	-8
CC(=O)Nc1ccc(N=C(C2=C(O)c3ccccc3C2=O)c2ccccc2)cc1	1.3	42	-10	-26	1	1	2	1	2.9	4
CCOC(=O)C(C)Oc1ccc(OCc2ccccc2)cc1 (stereo not given)	1	-9	3	-2	1	-4	-1	1	0.6	-2
CC1CCN(CC(O)COC2CCC(C(C)(C)C)CC2)CC1 (stereo not given)	1.1	92*	-1	-10	1	6	-2	1	0.9	-4
Cc1nc2ccc(Nc3nc4cc(S(=O)(=O)N5CCOCC5)ccc4o3)cc2s1	1	39	-10	-3	1.1	-14	-9	1.1	3.4	-6
O=C(NCCCN1CCN(c2cccc(Cl)c2)CC1)c1cccc(N2CCCC2=O)c1	1	10	-4	-2	1	-11	-4	1	1.6	-2
CCOC(=O)CSc1nc2ccccc2n1C(=O)OCC	0.9	1	-1	7	1.1	-15	-5	1.1	0.8	-6
CCCCCCNC(=O)C(C(=O)OCC)C1CCCCC1 (stereo not given)	0.9	22	-4	7	1	-12	-2	1	1.7	1
CC(=O)Nc1ccc(S(=O)(=O)NCc2ccc(C(=O)NCCN3CCCCCC3)cc2)cc1	1.1	-1	-1	-12	1	-13	-2	1.1	0.7	-7
COc1ccc2[nH]c(=O)c(CN(CCO)S(=O)(=O)c3ccc4c(c3)OCCO4)cc2c1	1	-6	-15	0	1	-9	-3	1	5.7	-2
O=[N+]([O-])c1ccc(N2CCN(C(=S)NCc3ccc(Cl)cc3)CC2)cc1	0.9	68*	-4	6	1	11	5	1.1	9.3*	-7
Cn1ccnc1SCC(=O)N(C1CCCCC1)C1CCCCC1	1	13	-8	3	1	-4	-1	1	0.7	-4
CC(=O)NCCC(=O)NCc1ccc(F)cc1	1.1	-6	5	-6	1.1	-18	-5	1	1.4	-1
COc1ccc(-c2cc(C(F)(F)F)nc(N3CCN(Cc4ccccc4)CC3)n2)cc1OC	0.9	22	11	6	1	-3	-5	1.1	1.4	-8
O=C(Nc1ccccc1)N1CCN(Cc2ccc(Cl)cc2)CC1	1.1	15	-8	-9	1	-9	-4	1	0.8	-1
O=C(NNC(=O)c1cccnc1SCc1cccc([N+](=O)[O-])c1)c1cccnc1	0.9	43	12	10	1	-53	3	1	5.8	-4
N#CC(C#N)=Cc1cc2ccccc2nc1N1CCOCC1	1	-2	7	4	1	-15	0	1.1	3.1	-6

RAM inhibit, hit marks shown above
SMILES | bIAP activator | APP 5UTR inh | bIAP inh | TNAP act hiacc | TNAP inh noacc | TNAP inh hiacc | RAM inhibit
O=[N+]([O-])c1ccc(N2CCN(C(=S)NCc3ccc(Cl)cc3)CC2)cc1 | 0.9 | -4 | 6 | 1 | 11 | 5 | 9.3*

Continuation.
SMILES	bIAP activator	Lmaj promast	APP 5UTR inh	bIAP inh	TNAP act hiacc	TNAP inh noacc	TNAP inh hiacc	FLuc stim CS	RAM inhibit	FLuc inh counter
N#Cc1c(NC(=O)CSc2nc(-c3ccco3)cc(C(F)(F)F)n2)sc2c1CCCC2	1	-6	-5	-2	1	-18	-5	1.1	5.6	-7
N=C(CC1CC(=O)NC(=O)C1)C1=C(O)CCCC1=O	1	-3	-1	4	1	-14	-1	1	-0.4	-2
Cc1ccc(NC(=O)C2c3ccccc3Oc3ccccc32)c(C)c1	0.7	3	2	25	1	-10	-2	1.1	2.8	-6
COc1cccc(OC)c1OCCCSc1nc(C)cc(=O)[nH]1	0.9	1	2	6	1	-6	1	1	-1.1	-2
O=C(Nc1ccc2c(c1)OCO2)C1CCCN(S(=O)(=O)Cc2ccccc2)C1 (stereo not given)	0.9	7	6	9	1	-8	0	1	3.6	-3
Cc1ccc(C(=O)CSc2nc(C)cc(C)c2C(N)=O)cc1	0.8	-4	-10	22	1	7	1	1.1	0.5	-5
Cc1ccc(-c2csc(NC(=O)C3CC=CCC3C(=O)O)c2C(=O)OC(C)C)cc1 (stereo not given)	1	34	-10	-3	1.1	-11	-5	1	1.5	3
O=C(O)c1cc(-c2ccc(/C=N/NC(=S)Nc3ccccc3)o2)ccc1Cl	0.9	-4	-11	10	1	21	1	1	5.0	0
Cc1ccc(C(=O)NCCSCc2ccc(Cl)cc2Cl)cc1[N+](=O)[O-]	1	0	-7	2	1	-19	3	1	14*	0
Cc1ccc(O)c(N=NC2=C(O)CC(C)(C)CC2=O)c1	1	99*	36	-2	0.7	19	28	0.4	0.3	62*
O=C(Cn1cnc2ccccc2c1=O)N1CCN(c2ccc(F)cc2)CC1	1.1	-4	6	-9	1	-2	3	1	1.2	-1
COc1cccc(C(C(=O)NCc2ccco2)N(C(=O)Cn2nnc3ccccc32)C2CC2)c1OC (stereo not given)	0.9	19	-8	13	1	-15	-3	1.1	0.7	-5
CC(=O)c1c(C)n(-c2ccccc2)c2ccc(OCC(N)=O)cc12	1	-4	9	5	1	-3	-2	1.1	1.1	-6
COc1ccc(S(N)(=O)=O)cc1C(=O)NCCCN1CCN(c2ccccc2OC)CC1	1	-6	-1	3	1	-9	0	1.1	-0.5	-7
CCCS(=O)(=O)N1CCC(C(=O)N2CCc3ccccc3C2)CC1	1	0	-11	4	1	-5	3	1	1.7	-2
O=C(CSc1nnc(Cn2cnc3ccccc32)o1)c1ccccc1	0.9	24	-15	15	1	-10	-1	1	1.0	1
COCCNC(=O)CCCCCn1c(=S)[nH]c2ccccc2c1=O	1.1	-6	-8	-8	1	-8	-1	1.1	0.7	-7
CC(Sc1nc2ccccc2[nH]1)C(=O)O (stereo not given)	1	-4	0	0	1	-10	-3	1	1.6	-2
COc1cccc(C2/C(=C(\O)c3ccc(OC)c(OC)c3)C(=O)C(=O)N2c2cc(C)on2)c1 (stereo not given)	1	-6	-6	2	1	-5	2	1	2.3	-2
CC(C)OCCCNc1ncnc2c1[nH]c1ccccc12	1	70*	1	0	1.1	-19	-7	1	0.4	4
Nc1cccnc1Sc1cccc(Cl)c1	1.1	4	-5	-10	1	-9	-1	1	0.1	0
O=C(CSc1ccc(-c2ccco2)nn1)NCCc1ccccc1	1	-3	6	1	1	-5	-3	1	1.7	1
CCNC(=O)CC1C(=O)N(c2ccccc2)C(=O)N1CCC(C)C (stereo not given)	1	-3	-15	-4	1.1	-6	-5	1	2.7	-2
COC(CNc1cc(=O)oc2ccccc12)OC	0.9	-1	21	15	1.1	-17	-8	1.1	2.1	-9
CSC1CCCCC1(O)CSc1nc2c(cc1C#N)CCCC2 (stereo not given)	0.9	-11	-1	6	1	-3	2	1	2.8	-2
O=C(NCCO)C1COc2ccccc2O1 (stereo not given)	1.1	5	-8	-8	1	-3	0	1	0.9	-2
Cc1cc(C)nc(NC(=O)c2ccc(C)c([N+](=O)[O-])c2)n1	0.9	-7	-2	12	1	-4	2	1	0.7	-1
CSc1nnc(SCC2=NNC(=O)SC2)s1	0.9	-9	-15	12	1	-8	-3	1.1	1.9	-8
CCc1ccc(S(=O)(=O)NC(=S)Nc2ccccc2)cc1	0.6	-1	13	39	1	2	0	1	2.2	-5
COc1cc(CNC(C)(C)C)ccc1OCC(=O)NC(C)(C)C	1.2	4	-4	-21	1.1	-5	-6	1.1	-0.9	-5

Exported in CSV form: part of the list above.
SMILES,bIAP activator,Lmaj promast,APP 5UTR inh,bIAP inh,TNAP act hiacc,TNAP inh noacc,TNAP inh hiacc,FLuc stim CS,RAM inhibit,FLuc inh counter
CCNC(=O)CC1C(=O)N(c2ccccc2)C(=O)N1CCC(C)C (stereo not given),1,-3,-15,-4,1.1,-6,-5,1,2.7,-2
COC(CNc1cc(=O)oc2ccccc12)OC,0.9,-1,21,15,1.1,-17,-8,1.1,2.1,-9
CSC1CCCCC1(O)CSc1nc2c(cc1C#N)CCCC2 (stereo not given),0.9,-11,-1,6,1,-3,2,1,2.8,-2

(list continues)
SMILES	bIAP activator	Lmaj promast	APP 5UTR inh	bIAP inh	TNAP act hiacc	TNAP inh noacc	TNAP inh hiacc	FLuc stim CS	RAM inhibit	FLuc inh counter
O=C(C[n+]1ccccc1)N/N=C/c1cccs1	1	-1	-3	-4	1	-4	-4	1	3.1	-4
Cn1c(-c2ccco2)n[nH]c1=S	1	-5	14	5	1.1	-4	-7	1	1.2	-1
CC(C)NCC(O)COc1ccc2c(c1)CCC2 (stereo not given)	0.8	5	6	15	1	6	1	1	2.1	-4
Cc1ccc(C(=O)COC(=O)C2CC(=O)N(c3nc(-c4ccccc4)cs3)C2)cc1 (stereo not given)	1	-5	-15	5	1	-1	-3	1	2.4	-2
Cc1cccc(Nc2c(-c3ccc(N4CCOCC4)cc3)nc3ncccn23)c1	1	4	-10	1	1	-9	-2	0.9	3.9	14
CCCc1cc(=O)[nH]c(SCC(=O)c2cc(C)n(CCC)c2C)n1	1.1	11	-4	-6	1.1	-14	-7	1	4.2	-4
O=C(CN1CCN(C(=O)c2ccco2)CC1)Nc1ccc2c(c1)OCCO2	1	-4	-14	-2	1	-11	1	1	1.0	0
